From PubChem BioAssay
APEX1 inh = qHTS Assay for Inhibitors of the Human Apurinic/apyrimidinic Endonuclease 1 (APE1). AID 2517, 2012. Potency, µM (series often up to 65.8 µM), for inactives: at the top dose activity change, negative = inhibition, actives largely listed as inhibitors. DNA repair nuclease/redox regulator APEX1 (Homo sapiens), P27695. hit rate 0.35% among 350,000. recombinant APE1, TAMRA/BHQ-2 abasic DNA cleavage fluorescence;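 note: plate controls were vehicle for no effect and reference inhibitor for full effect; nearly all actives have a fitted effect of over 55% in size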
Target sequence (P27695 whole entry, looked up): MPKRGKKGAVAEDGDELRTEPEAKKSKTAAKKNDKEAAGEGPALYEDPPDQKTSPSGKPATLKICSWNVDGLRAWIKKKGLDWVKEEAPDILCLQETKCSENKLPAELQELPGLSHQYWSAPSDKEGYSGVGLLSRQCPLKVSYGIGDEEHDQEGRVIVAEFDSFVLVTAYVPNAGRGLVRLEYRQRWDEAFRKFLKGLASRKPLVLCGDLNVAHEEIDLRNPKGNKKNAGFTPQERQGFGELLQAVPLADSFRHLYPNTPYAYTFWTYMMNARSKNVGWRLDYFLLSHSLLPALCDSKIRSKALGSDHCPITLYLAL
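Measures dequenching upon AP-site incision of a 5'-TAMRA/3'-BHQ-2 THF-containing duplex, 50 nM; human APE1 0.75 nM after 15 min room-temperature exposure to compound; kinetic three-point read at one-minute spacing.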
POLB inh = qHTS Assay for Inhibitors of DNA Polymerase Beta | Potency, µM (series often up to 114 µM), for the others: at the highest dose activity change, negative = inhibition, most hits filed as inhibitors | P06746 | hit rate 1.3% among 340,000 | Pol beta primer extension/strand displacement, fluorescence kinetic; note: % is set by controls: 0 for no effect and ±100 for the full control effect
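Kinetic readout of DNA synthesis with strand displacement by Pol beta. Compound and 10 nM enzyme sit 15 min at room temperature; 50 nM substrate starts the reaction, read immediately and at 10 min.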
G9a inh = qHTS Assay for Inhibitors of Histone Lysine Methyltransferase G9a | Histone-lysine N-methyltransferase EHMT2 (Homo sapiens), Q96KQ7 | G9a H3K9 monomethylation, AlphaScreen, 2 h | Potency, µM (top dose mostly 102 µM), inactives show at the highest dose activity, negative = inhibition, hits mostly inhibitors | hit rate 8.8% among 350,000; note: % is set by controls: 0 for no effect and ±100 for the full control effect; nearly all actives have a fitted effect of over 75% in size
Target sequence (Q96KQ7 913-1193 limits assumed): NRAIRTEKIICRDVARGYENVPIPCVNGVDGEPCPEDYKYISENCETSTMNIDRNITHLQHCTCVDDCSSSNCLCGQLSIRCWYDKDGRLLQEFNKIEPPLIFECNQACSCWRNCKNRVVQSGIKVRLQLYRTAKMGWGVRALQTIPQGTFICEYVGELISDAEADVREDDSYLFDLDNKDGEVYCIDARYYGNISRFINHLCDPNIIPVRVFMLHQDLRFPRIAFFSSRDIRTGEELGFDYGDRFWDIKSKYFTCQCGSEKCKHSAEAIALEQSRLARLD
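AlphaScreen read-out: biotin-H3K9 peptide (500 nM) methylation by 20 nM enzyme with 20 uM SAM, 2 h at room temperature after 15 min compound preincubation; anti-monomethyl H3K9 antibody plus donor/acceptor beads, 10 min dark.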
POLK inh = qHTS for Inhibitors of Polymerase Kappa; DNA polymerase kappa (Homo sapiens), Q9UBT6; purified Pol kappa, fluorescent DNA synthesis assay, 10 min; Potency, µM (highest dose often 107 µM), for the others: top-dose activity, negative = inhibition, most hits filed as inhibitors; hit rate 0.53% among 400,000; note: % is set by controls: 0 for no effect and ±100 for the full control effect
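Pol kappa 10 nM + cpd, 15 min RT; start w/ substrate 50 nM final; fluorescence kinetic read, 0 and 10 min. Neg ctrl: buffer, no enzyme.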
POLI inh = qHTS for Inhibitors of Polymerase Iota | DNA polymerase iota (Homo sapiens), Q9UNA4 | Pol iota fluorescent replication assay, 10 min | Potency, µM (doses to about 115 µM), inactives show at the highest dose activity, negative = inhibition, actives largely listed as inhibitors | hit rate 1% among 390,000 | AID 588590, 2011
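Fluorescent replication assay read twice, at 0 min and 10 min after adding 50 nM (final) substrate. Enzyme (10 nM) and compounds were first incubated 15 min at room temperature; enzyme-free buffer wells were negative controls.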
Pol eta inh = qHTS for Inhibitors of Polymerase Eta; DNA polymerase eta (Homo sapiens), Q9Y253; recombinant Pol eta, fluorescent DNA replication assay; Potency, µM (doses to about 114 µM), without a hit: at the top dose activity change, negative = inhibition, hits mostly inhibitors; hit rate 1.2% among 390,000; AID 588591, 2011; note: % is set by controls: 0 for no effect and ±100 for the full control effect
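Fluorescent replication assay: 50 nM final substrate added after a 15 min room-temperature compound preincubation with 10 nM enzyme. Signal taken at 0 min and again at 10 min.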
Apoferritin bind = qHTS Assay for Identification of Novel General Anesthetics; Ferritin light chain (Equus caballus), P02791; apoferritin/1-aminoanthracene competitive binding, fluorescence; Potency, µM (titrated, usually from 77.5 µM), for inactives: at the top dose activity change, negative = displacement, actives largely listed as inhibitors; hit rate 0.074% among 350,000; note: % is set by controls: 0 for no effect and ±100 for the full control effect; nearly all actives have a fitted effect of over 20% in size
Target sequence (P02791 2-175 limits assumed): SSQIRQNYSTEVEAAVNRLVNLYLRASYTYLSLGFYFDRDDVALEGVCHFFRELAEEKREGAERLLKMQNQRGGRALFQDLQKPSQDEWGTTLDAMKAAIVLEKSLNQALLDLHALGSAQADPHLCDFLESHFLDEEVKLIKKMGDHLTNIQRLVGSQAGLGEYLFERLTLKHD
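Horse-spleen apoferritin (10 uM) in 50% saturated 1-aminoanthracene in PBS was incubated 10 min at room temperature with compound. Fluorescence (ex 380, em 535 nm) was normalized to free and bound 1-AMA, with concentration-response fitted by a four-parameter Hill equation.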
BLM inh = qHTS Assay for Inhibitors of Bloom's syndrome helicase (BLM). AID 2528, 2010. Potency, µM (doses to about 56.1 µM), for the others: at the highest dose activity change, negative = inhibition, usual class: inhibitors. hit rate 0.2% among 350,000. recombinant BLM DNA unwinding, fluorescence dequenching. RecQ-like DNA helicase BLM (Homo sapiens), P54132;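 note: plate controls were vehicle for no effect and no enzyme for full effect; nearly all actives have a fitted effect of over 35% in size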
BAZ2B inh = qHTS Assay for Inhibitors of BAZ2B. Bromodomain adjacent to zinc finger domain protein 2B (Homo sapiens), Q9UIF8. AlphaScreen BAZ2B-H3K14Ac peptide displacement. Potency, µM (highest dose often 114 µM), inactives show at the highest dose activity change, negative = inhibition, actives largely listed as inhibitors. hit rate 4.4% among 360,000. AID 504333, 2011; note: % is set by controls: 0 for no effect and ±100 for the full control effect; nearly all actives have a fitted effect of over 60% in size
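Multi-concentration screen (max 110 uM) measuring displacement of acetylated histone H3 peptide from BAZ2B by AlphaScreen, using 50 nM protein, 50 nM peptide and 10 ug/mL streptavidin donor plus Ni-chelate acceptor beads.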
* = called active by the depositor; ? = inconclusive; . = not tested or not shown; & = joins results of further samples; [ ] = another dose, or the depositor's remark. Calls come from the whole dose curve; as a rule, active = well fitted curve in the direction sought with a large enough effect; inconclusive = small, poorly fitted or top-dose-only effect, or another doubt; inactive = no such curve, though single readings can be large; an effect the other way counts as inactive or inconclusive. Potency is the fitted concentration of half-maximal effect. Some of the compounds tested; rates above refer to the full screens.

SMILES	APEX1 inh	POLB inh	G9a inh	POLK inh	POLI inh	Pol eta inh	Apoferritin bind	BLM inh	BAZ2B inh
O=C(N/N=C/c1ccc(Cl)cc1Cl)C(=O)NC1CC1	4%	-19%	-19%	7%	23%	0%	2%	0%	-29%
Cc1nc(N2CCOCC2)c2c(C(=O)NCCc3ccccc3)c(C)oc2n1	.	-3%	-21%[59 µM]	-6%	-8%	-10%	-9%	2%	13%[57.1 µM]
CCOc1ccc(C2=Nn3c(nnc3-c3ccccc3OC)SC2)cc1	-4%	0%	14%[12.7 µM]	-5%	20%	2%	?	-3%	-10%
Cc1ccc(-n2nnnc2SC(C)C(=O)NCC(=O)Nc2ccc(F)c(F)c2F)c(C)c1 (stereo unspecified)	16%	-13%	?	-5%	0%	-20%	-11%	-4%	8%
CC(C)c1ccc2[nH]c3c(c2c1)CCC/C3=N\NC(=O)c1ccncc1	-2%	2%	-31%	-1%	-12%[58.9 µM]	-16%	-18%	-9%	-6%
CCN(CC)C(=O)c1sc(NC(=O)C(C)C)c(C#N)c1C	4%	15%	10%	9%	25%	-5%	-2%	4%	-4%
COc1ccc2nc(N=Nc3ccc(N(C)C)cc3)sc2c1	-5%	-1%	22µM*	-4%	1%	5%	-12%	-6%	?
CC1CN(C(=O)c2ccc(N3CCCCC3)c([N+](=O)[O-])c2)CC(C)O1 (stereo unspecified)	0%	10%	-7%	0%	-11%	-16%	-10%	1%	-32%
COc1ccc(C2=C(SC)CC2=NC(C)(C)C)cc1	-4%	34%	?	-3%	101%[activator]	-10%	-14%	-5%	-4%
OCC[C@H]1C[C@@H](O)[C@H](O)[C@@]2(CCc3ccccc3O2)O1	12%	.	-1%[2.33 µM]	-1%	15%	-12%	.	.	12%
CC(CN1CCCC1)OC(=O)c1ccc(Br)cc1 (stereo unspecified)	-10%	2%	1%	?	?	-4%	-8%	1%	-36%
CC1CC(C)CN(CCCNC(=O)c2csc3c2CCCCC3)C1 (stereo unspecified)	61%	-22%	-11%[59 µM]	-7%	56%[activator]	-19%	-15%	0%	-18%
CCc1cccc(CC)c1NC(=S)NC(C)c1ccccc1 (stereo unspecified)	3%	-2%	35%[59 µM]	13%	-19%	-15%	-3%	-1%	?
CCC1CCCCN1CCCNC(=O)CN1C(=O)COc2ccccc21 (stereo unspecified)	36%	-2%	17%	6%	13%	-12%	-3%	0%	-11%[57.1 µM]
CN(C)CC/C=C1\c2ccccc2CSc2ccccc21	8%	.	-42%[59 µM]	-16%	-15%	-16%	10%[29.3 µM]	-6%[21.4 µM]	-1%
COc1ccc2cc(CCNC(=O)C3CCCC3)c(=O)[nH]c2c1	-2%	1%	3%	11%	26%	-5%	-3%	-1%	-3%
C[C@@]12C(=O)N(Cc3ccccc3)CC(=O)N1[C@H](/C=C/c1ccccc1)[C@@H]1C(=O)N(c3ccccc3)C(=O)[C@@H]12	-2%	13%	20%	3%	15%	-23%	-14%	-5%	1%
O=C1CC2C(=O)NCCN2C(=NC(=O)c2ccc(Cl)cc2)N1 (stereo unspecified)	1%	0%	1%	2%	163%[activator]	-21%	-2%	-9%	0%
CCCCC(=O)Nc1ccc2c(c1)nc(CCN1CCN(c3ccccn3)CC1)n2C	57%	0%	18%	7%[60.1 µM]	-8%	-8%	4%	-1%	4%
O=C(CCSCc1cccc(Cl)c1)NCCC1=CCCCC1	3%	-1%	80%[activator][59 µM]	-11%	-3%	-25%	-8%	-9%	31%
COc1ccc(S(=O)(=O)N(C)c2ccc(C(=O)N3CCCCC3)cc2)cc1OC	1%	-4%	0%	-15%	7%	-5%	-8%	-2%	2%
O=C(NN1CCOCC1)c1ccc(Cl)c([N+](=O)[O-])c1	0%	61%	.	1%	13%	-4%	-3%	-2%	-2%
COc1ccccc1CNC(=O)Cc1csc2nc(-c3ccc(F)cc3)cn12	.	1%	2%[59 µM]	-7%[60.1 µM]	28%	-13%	?	0%	-1%
O=C(CSc1ncnc2sccc12)Nc1ccc(S(=O)(=O)N2CCOCC2)cc1	-9%	.	45µM*	-10%	14%	2%	.	.	9%
CN(C)c1ccc(NC(=O)CSc2nc3c(c(=O)[nH]2)CCCC3)cc1	4%	?	?	?	?	79µM*	7%	-14%	-4%
C/C=C1/C2C=C(C)CC1(N)c1ccc(=O)[nH]c1C2 (stereo unspecified)	-1%	.	32%[59 µM]	-1%[60.1 µM]	.	.	3%	-5%	.
Oc1c(Cl)cc(Cl)c(Cl)c1Cc1c(O)c(Cl)cc(Cl)c1Cl	-9%&23%&-2%	28µM*	2%[2.33 µM]	-11%	?	45µM*	?	?	50µM*
CCOC(=O)c1c(/N=C/C2=C(O)CC(C)(C)CC2=O)sc(C)c1C	-7%	14%	28%	4%	9%	-23%	-5%	1%	13%
Cc1cc(C)c(C(=O)COC(=O)c2c(C)noc2C)cc1C	36%	.	11%[12.7 µM]	-6%	-3%	1%	.	.	41%[activator]
COc1ccc(S(=O)(=O)N2CCN(C(=O)c3c(-c4ccccc4)noc3C)CC2)cc1	?	1%	-5%	-17%	8%	-12%	-11%	2%	-1%
Cc1cc(NC(=O)c2noc3c2CCCC3)no1	-2%	0%	13%[59 µM]	-6%	3%[58.9 µM]	-20%	5%	0%	8%
C#CCOCCOCCOCCNc1nc(N2CCN(C(=O)Cn3cc(CCCCN)nn3)CC2)nc(N2CCN(C(=O)Cn3cc(CCCCN)nn3)CC2)n1	3%	40µM*	?	?	?	2%	2%	46%[activator]	-32%
Cn1c(=O)n(C)c2cc(NC(=O)CSc3ccccc3)ccc21	-5%	-2%	.	-10%	28%	-2%	-17%	0%	-39%
CC(=O)N1CCc2c(sc(NC(=O)Cc3ccc(F)cc3)c2C(N)=O)C1	0%	21%	-8%[59 µM]	-18%	15%	1%	-3%	0%	-15%
CCS(=O)(=O)C(=C(Nc1ccc(OC)cc1)Nc1ccc(OC)cc1)S(=O)(=O)CC	-6%	10%	-7%[59 µM]	-1%	0%	-13%	-9%	-2%	-1%[57.1 µM]
Cc1ccc(Cl)cc1N(C)C(=O)c1cn(C2CCCCC2)c(=O)c2c1c1ccccc1n2C	.	-8%	-34%[59 µM]	2%	19%	-26%	91%[activator]	-7%	-21%
COC(=O)c1ccc(C2c3c(oc4ccc(Cl)cc4c3=O)C(=O)N2CCN2CCOCC2)cc1 (stereo unspecified)	1%	-2%	20µM*	5%	59%[activator]	-11%	-17%	-3%	-11%
O=C(Nc1cccc2ccccc12)c1cc2c(cc1Br)OCO2	2%	-23%	15%	10%	?	-7%	5%	-1%	-4%
COc1ccc(NC(=O)c2ccc(S(=O)(=O)N3CCCCCC3)cc2)c(OC)c1	-2%	-1%	?	-15%	-9%	-9%	-20%	-10%	-27%
Nc1cc(=O)[nH]c(SCC(=O)Nc2ccc(N3CCOCC3)cc2)n1	37%	.	.	13%	-10%	-8%	.	.	.
CCOC(=O)C1=C(O)/C(=C/c2cc(OC)c(OC)c(OC)c2)N=C1C	12%	25%	9%[0.0925 µM]	-2%	5%	-18%	-10%	-3%	-10%
COc1ccc(CNC(=O)CS(=O)Cc2nc(-c3ccccc3C)oc2C)cc1 (stereo unspecified)	-1%	11%	?	-19%	?	-6%	-13%	-2%	-9%
NC(=O)C1=C[C@H](c2ccccc2)C[C@H](OCc2ccc(CO)cc2)O1	11%	17%	?	-3%	-24%	1%	-2%	-3%	-6%
CSc1ccccc1NC(=O)CSc1nnc(Cc2ccccc2)o1	23%	13%	-10%	2%	17%	-9%	-14%	-2%	-14%
CCc1ccc(NC(=O)CCCN2C(=S)NC(C)(C)CC2C)cc1 (stereo unspecified)	0%	4%	3%	-18%	115%[activator]	-5%	-7%	-3%	-9%

Ordered by formula weight (largest number first): 3 of the compounds above.
SMILES	APEX1 inh	POLB inh	G9a inh	POLK inh	POLI inh	Pol eta inh	Apoferritin bind	BLM inh	BAZ2B inh
COC(=O)c1ccc(C2c3c(oc4ccc(Cl)cc4c3=O)C(=O)N2CCN2CCOCC2)cc1 (stereo unspecified)	1%	-2%	20µM*	5%	59%[activator]	-11%	-17%	-3%	-11%
COc1ccc(CNC(=O)CS(=O)Cc2nc(-c3ccccc3C)oc2C)cc1 (stereo unspecified)	-1%	11%	?	-19%	?	-6%	-13%	-2%	-9%
CC(=O)N1CCc2c(sc(NC(=O)Cc3ccc(F)cc3)c2C(N)=O)C1	0%	21%	-8%[59 µM]	-18%	15%	1%	-3%	0%	-15%

(cont.)
SMILES	APEX1 inh	POLB inh	G9a inh	POLK inh	POLI inh	Pol eta inh	Apoferritin bind	BLM inh	BAZ2B inh
Cc1ccc(OCCNC(=O)Cc2ccc(S(=O)(=O)N3CCOCC3)s2)cc1	40%	0%	23%	-2%	13%	-21%	-13%	-10%	-28%
NS(=O)(=O)c1ccc(Cl)cc1[N+](=O)[O-]	1%	46%	12%[2.33 µM]	-11%	-27%	-14%	3%	-1%	20%
COc1ccccc1N1CCN(C(=O)c2cnn(C(C)(C)C)c2C2CCN(C(=O)OC(C)(C)C)CC2)CC1	.	1%	-7%[59 µM]	-2%	24%	-23%	-16%	-5%	7%[57.1 µM]
Cc1ccc(-n2nnnc2SCC(=O)Nc2ncc(Cc3ccccc3Cl)s2)cc1	-1%	29%[57.1 µM]	8%	-2%	103%[activator]	-17%	2%	0%	0%
CC(C)NC(=O)N(C)C[C@@H]1Oc2c(NS(=O)(=O)c3ccccc3)cccc2C(=O)N([C@@H](C)CO)C[C@@H]1C	-8%	.	.	-21%	6%	-12%	.	.	.
Cc1ccc(C(=O)NNC(=O)C2CCN(c3ncccn3)CC2)cc1	63%[activator]	-24%	-34%	4%	-2%	-9%	-2%	-2%	6%
